# Source: PubChem
# Vif-A3G inh: blocks the Vif interaction with human APOBEC3G | HeLa A3G-eYFP + Vif (tagged APOBEC3G with the HIV-1 protein that degrades it), YFP fluorescence, overnight | Potency, µM (top dose mostly 46.1 µM), for inactives: top-dose activity, negative = active, actives largely listed as inhibitors | 410,000 tested, 0.076% active | AID 602310;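 also: potency is read from the fitted curve at half-maximal effect; % is scaled to controls: 0 for no effect and ±100 for the full control effect; nearly all actives have a fitted effect of over 60% in size; hits raise eYFP signal because A3G escapes Vif-driven loss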
#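 Read-out is eYFP fluorescence (Ex 488/Em 500-530) from Vif-expressing HeLa A3G-eYFP cells; more signal means A3G escaped Vif-mediated degradation. Cells plated overnight, compound pinned in, incubated overnight at 37 deg C.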
# D1 PAM: human D1 dopamine receptor positive modulation | HEK293 TREx D1 cells, calcium flux, dopamine EC20 potentiation | AID 504651 | 360,000 tested, 0.036% active | potentiation, % at 10 µM; in the data active = potentiation above about 30%; also: 0% is about no effect
# Target sequence (P21728 whole entry, looked up): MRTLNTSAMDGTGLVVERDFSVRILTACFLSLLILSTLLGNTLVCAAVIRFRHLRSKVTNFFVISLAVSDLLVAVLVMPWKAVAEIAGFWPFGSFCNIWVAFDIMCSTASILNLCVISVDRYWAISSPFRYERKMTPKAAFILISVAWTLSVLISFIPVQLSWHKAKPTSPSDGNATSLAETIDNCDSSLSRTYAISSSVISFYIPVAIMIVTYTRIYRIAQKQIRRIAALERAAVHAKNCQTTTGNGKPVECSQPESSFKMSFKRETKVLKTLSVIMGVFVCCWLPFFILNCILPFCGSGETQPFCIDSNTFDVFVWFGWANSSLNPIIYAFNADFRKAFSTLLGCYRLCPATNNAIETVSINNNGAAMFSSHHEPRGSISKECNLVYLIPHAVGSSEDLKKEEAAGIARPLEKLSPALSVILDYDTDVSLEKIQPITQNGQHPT
# Vif-APOBEC3F blk: inhibitors of Vif-A3F interaction; HeLa A3F-eYFP + Vif (tagged APOBEC3F with the HIV-1 protein that degrades it), YFP fluorescence increase; Potency, µM (titrated, usually from 46.1 µM), for inactives: at the top dose activity, negative = active; 390,000 tested, 0.2% active; also: potency is read from the fitted curve at half-maximal effect; % of control where 0% means no effect; nearly all actives have a fitted effect of over 65% in size
#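 HeLa cells stably expressing A3F-eYFP plus Vif, plated and incubated overnight at 37 deg C, then exposed to compounds overnight at 37 deg C. Blocked degradation read as raised yellow fluorescence (Ex 488/Em 500-530).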
# D2 potentiator: D2 dopamine receptor (human) potentiation. P14416. HEK293 T-REx D2, calcium flux, EC20 dopamine potentiation. potentiation, % at 10 µM. 340,000 tested, 0.34% active;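 active = potentiation over 3 SD above the plate norm, cut at about 30% in these data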; also: 0% is about no effect
# Target sequence (P14416 whole entry, looked up): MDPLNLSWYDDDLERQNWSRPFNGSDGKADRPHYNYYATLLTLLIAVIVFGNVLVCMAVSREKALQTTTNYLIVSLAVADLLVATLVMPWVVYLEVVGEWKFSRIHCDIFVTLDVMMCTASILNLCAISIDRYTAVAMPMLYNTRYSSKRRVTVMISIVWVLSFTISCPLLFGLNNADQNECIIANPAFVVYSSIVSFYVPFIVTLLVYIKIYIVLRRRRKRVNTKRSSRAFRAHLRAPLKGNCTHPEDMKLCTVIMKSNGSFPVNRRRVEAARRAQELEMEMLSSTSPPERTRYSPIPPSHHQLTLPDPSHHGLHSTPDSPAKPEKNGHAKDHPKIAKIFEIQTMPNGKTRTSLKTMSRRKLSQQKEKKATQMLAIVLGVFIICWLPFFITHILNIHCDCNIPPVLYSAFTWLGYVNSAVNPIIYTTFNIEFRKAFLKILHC
#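 Potentiation of an EC20 dopamine calcium response measured kinetically over 180 s, after a preceding 180 s compound-only read flagging agonists. Cells: inducible Hek293 Trex D2 line, 4000/well, cultured overnight at 30 C before dye loading.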
# D1 antag: human D1 dopamine receptor antagonism | P21728 | HEK293 TREx D1 cells, calcium flux, dopamine EC80; stronger effect = lower value | activity change, negative = inhibition, % at 10 µM | 360,000 tested, 3.2% active; in the data active = activity change below about -30%; also: % is scaled to controls: 0 for no effect and ±100 for the full control effect
#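 Tetracycline-induced HEK293 T-REx cells with force-coupled D1 receptor were loaded with a no-wash calcium dye. Compound was added after a 10 s baseline and read kinetically for 180 s; EC80 dopamine was then added and calcium flux followed another 180 s.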
# Glioma ERSR ind: inducers of ER stress response in human glioma cells; U87-MG GRP78 promoter luciferase reporter, 16 h; Potency, µM, for the others: top-dose activation, actives largely listed as activators; 420,000 tested, 0.02% active; also: potency is read from the fitted curve at half-maximal effect; series mostly up to about 76 µM; % of control where 0% means no effect; nearly all actives have a fitted effect of over 35% in size
#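 Stably transfected U87-MG glioma cells carrying a GRP78-based luciferase sensor; 16 h compound incubation. Luminescence end-point read 10 min after Bright-Glo addition at room temperature.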
# LDHA block: LDHA (human) enzyme inhibition; P00338; purified LDHA, NADH/diaphorase-resazurin fluorescence; stronger effect = lower value; activity change, % (values are at about 110 or 230 µM); 480,000 tested, 0.15% active; AID 1347041; in the data active = activity change below about -30%; inconclusive = mostly about -25% to -30%;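 also: plate controls were DMSO wells for no effect and wells without enzyme for full effect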
#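 Enzyme activity of human lactate dehydrogenase 5 (2 nM; 0.06 mM NADH, 0.2 mM pyruvate, 5 min, RT) is measured via a resazurin/diaphorase fluorescence readout of residual NADH.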
# RXFP1 ag: activates the human relaxin receptor RXFP1; 370,000 tested, 0.3% active; Potency, µM (doses to about 57.5 µM), for the others: top-dose activation, actives largely listed as activators; HEK293T-RXFP1 cAMP TR-FRET, 30 min; response scale: percent of porcine relaxin response, buffer zero; also: potency is read from the fitted curve at half-maximal effect; % is scaled to controls: 0 for no effect and ±100 for the full control effect; nearly all actives have a fitted effect of over 60% in size; many of its hits are not listed in these tables
#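 Agonist response is measured as cAMP accumulation in an RXFP1-transfected HEK293T line under PDE4 inhibition. Values are scaled between buffer-only and 29 nM porcine relaxin, and EC50s come from standard Hill equation fits.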
# D1 agonist: human D1 receptor agonism | P21728 | HEK293 T-REx D1 cells, calcium flux, agonist mode | activation, % at 2 µM | 360,000 tested, 1% active | AID 504660; in the data active = activation above about 30%; also: 0% is about no effect
#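 Inducible HEK293 T-REx D1 cells, force-coupled to calcium signalling, were plated at 4000 cells/well with tetracycline and held overnight at 30 C. After no-wash calcium dye loading, compound-evoked calcium rise over 180 s flagged agonists.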
# Starred values were filed as active, the others as inactive; ? = inconclusive; . = not tested or not shown; & = joins results of further samples. Unless noted, calls follow the shape of the dose curve; as a rule, active = well fitted curve in the direction sought with a large enough effect; inconclusive = small, poorly fitted or top-dose-only effect, or another doubt; inactive = no such curve, though single readings can be large; an effect the other way counts as inactive or inconclusive. Only part of the results is shown; the hit share may differ from the screen's.
Structure	Vif-A3G inh	D1 agonist	D2 potentiator	D1 antag	RXFP1 ag	Glioma ERSR ind	LDHA block	Vif-APOBEC3F blk	D1 PAM
O=C1CCc2cc(S(=O)(=O)N3CCN(c4cccc(Cl)c4)CC3)ccc2N1	-2%	1	-6	-3	3.4%	-4%	2	7%	-1
CC(Sc1n[nH]c(N)n1)c1nc2scc(-c3cccs3)c2c(=O)[nH]1 (configuration not stated)	-11%	5	4	-1	0.1%	-3%	-2	0%	-6
Cc1cc(F)ccc1S(=O)(=O)Nc1ccccc1C(=O)Nc1ccccc1N1CCOCC1	3%	2	13	-3	-1.0%	-10%	6	6%	-1
CCn1c(Cn2nnc(-c3ccccc3)n2)nnc1SCC(=O)Nc1cccc(C)c1C	2%	3	13	-13	4.1%	-2%	-2	-10%	-7
CCOc1ccc(CN2CCN(Cc3ccc4c(c3)c3ccccc3n4CC)CC2)cc1	5%	3	-1	-12	-2.7%	-5%	-12	1%	5
O=C(NCC1CCN(Cc2ccccc2F)CC1)Nc1ccccc1F	-7%	5	-17	-16	1.1%	1%	-3	1%	-2
O=C(CSc1ccc(Br)cc1)Nc1ccc(N2CCOCC2)cc1	1%	1	.	-10	1.0%	-3%	1	-6%	-6
CCN(CC(=O)Nc1ccccc1Br)Cc1nc2ccccc2c(=O)[nH]1	-8%	4	21	22	-2.7%	-6%	-3	-1%	-6
CC(C)C[C@@H](CNCC(=O)[C@H](CC(C)C)NC(=O)c1[nH]cnc1C(=O)N[C@@H](C)CN)NC(=O)c1nc[nH]c1C(=O)N[C@@H](C)C(=O)O	-8%	.	.	.	.	-3%	0	0%	.
COC(=O)[C@]1(Cc2ccccc2)N[C@H](CN(C)C(=O)Nc2ccc(F)cc2)[C@@H]2C(=O)N(C)C(=O)[C@@H]21	1%	.	.	.	.	-1%	9	-4%	.
CCCS(=O)(=O)c1nc(S(=O)(=O)c2ccc(C)cc2)c(NCCCOC(C)C)s1	.	36*	12	-41*	0.3%	.	5	.	-2
CCOCC(=O)Nc1cccc(C(=O)OCC)c1	2%	1	29	1	1.3%	-1%	-6	-2%	-1
COc1nc(C)ccc1-c1noc(-c2ccco2)n1	-2%	3	-12	-2	1.3%	1%	1	-5%	2
O=S(=O)(NCCc1ccccc1)c1ccc(F)cc1Br	0%	.	.	.	.	-4%	-1	9%	.
C[C@@H]1CN([C@H](C)CO)C(=O)c2cc(NS(=O)(=O)c3cccs3)ccc2O[C@H]1CN(C)Cc1ccccc1	-2%	.	.	.	.	-2%	2	3%	.
COc1cc(Cl)c(C)cc1Nc1ncnc2c1nc1n2CCCC1	1%	0	-6	0	10%	-3%	-5	-1%	0
COc1ccccc1NC(=O)c1ccccc1S(=O)(=O)c1ccccc1[N+](=O)[O-]	6%	1	3	12	0.8%	-2%	2	-8%	2
O=C(O)CC(NC(=O)Cc1ccc([N+](=O)[O-])cc1)c1ccc2c(c1)OCO2 (configuration not stated)	-6%	4	-3	-6	2.5%	-3%	1	-7%	-3
C/C(=N\NC(=O)c1cccc2ccccc12)c1cccnc1	?	4	9	11	2.7%	4%	-5	-1%	-4
Cc1ccc(OCc2ccc([N+](=O)[O-])cc2)c([N+](=O)[O-])n1	-4%	1	-1	-28	1.0%	8%	-1	4%	-6

# The list goes on; it opens with the 3 that closed the last part.
Structure	Vif-A3G inh	D1 agonist	D2 potentiator	D1 antag	RXFP1 ag	Glioma ERSR ind	LDHA block	Vif-APOBEC3F blk	D1 PAM
O=C(O)CC(NC(=O)Cc1ccc([N+](=O)[O-])cc1)c1ccc2c(c1)OCO2 (configuration not stated)	-6%	4	-3	-6	2.5%	-3%	1	-7%	-3
C/C(=N\NC(=O)c1cccc2ccccc12)c1cccnc1	?	4	9	11	2.7%	4%	-5	-1%	-4
Cc1ccc(OCc2ccc([N+](=O)[O-])cc2)c([N+](=O)[O-])n1	-4%	1	-1	-28	1.0%	8%	-1	4%	-6
Clc1ccc(-n2nnnc2-c2ccccc2)cc1	2%	2	1	3	-0.3%	-1%	-7&4	-9%	0
O=S(=O)(Nc1cccc(-c2ccc(N3CCCCCC3)nn2)c1)c1ccccc1	-2%	0	5	12	-0.6%	0%	-6	-4%	0
O=C(NC1CCCCC1)C(c1ccc(F)cc1)N(C(=O)c1cccs1)c1ccc2c(c1)OCO2 (configuration not stated)	-2%	0	-5	1	1.1%	-2%	6	0%	-4
N#CC1=C(N)SC(N)=C(C#N)C1c1ccoc1	.	1	-8	-7	16%	.	.	.	-5
Cc1cccc(-c2noc(-c3cccnc3NCc3ccccc3Cl)n2)c1	0%	7	-23	-12	-2.7%	1%	0	0%	0
COc1cccc(C(=O)Nc2nc3c(s2)CN(C)CC3)c1	-1%	99*	7	9	-0.2%	0%	-10	-8%	-3
COC(=O)c1ccc(CN2CCC(Oc3cccc(C(=O)N4CCOCC4)c3)CC2)cc1	3%	-1	.	-6	1.6%	-3%	-9	0%	-3
NC(=S)NN=Cc1cc(-c2cccc(N)c2)ccn1	-1%	.	.	.	.	2%	-1	-10%	.
CCOc1nc(N2CCCCC2)nc(-n2cc(-c3ccccc3)nn2)n1	5%	0	-7	18	2.8%	-4%	-1	1%	-3
Cc1c(Cl)cccc1-n1c(SCC(=O)NCc2cccs2)nnc1-c1ccncc1	-2%	3	0	-20	-0.6%	-2%	-8	5%	-5
N#Cc1c(NC(=S)NC(=O)c2ccccc2)sc2c1CCN(CCc1ccccc1)C2	.	48*	-4	-5	2.7%	.	.	.	-4
CCCn1c(-c2ccc(OC)cc2)nc2c(=O)n(C)c(=O)[nH]c21	-1%	1	-3	-8	2.3%	-4%	11&-4	5%	-1
CCOC(=O)c1sc2nc3c(cc2c1N)COC(C(C)C)C3 (configuration not stated)	1%	3	-12	7	0.4%	8%	-4	2%	3
CC1(C)C2CC=C(/C=N/NC(=O)c3ccc(O)cc3)C1C2 (configuration not stated)	-8%	3	10	-32*	-1.8%	5%	-3	-14%	-1
O=C(CCn1cccc1)NCCc1ccc(Cl)cc1	-7%	1	10	-2	2.3%	-8%	-2	.	-7
COc1cccc(CNC(=O)C2CCN(S(=O)(=O)c3cccc4nonc34)CC2)c1	0%	2	17	-15	0.1%	-1%	-1	-5%	6
CCOc1ccc(CN(C)C(=O)CN2C(=O)NC(c3ccccc3)(c3ccccc3)C2=O)cc1	1%	4	-13	21	2.2%	-4%	1	6%	10
O=C(CCC1CCCN(C(=O)c2ccc3c(c2)OCCO3)C1)NCc1ccccc1F (configuration not stated)	-2%	2	0	21	0.9%	1%	-1	0%	-6
C#CCOCCOCCOCCNc1nc(N2CCN(C(=O)CCCCCCCCCCNC(=O)Cn3cc(CCCCCN)nn3)CC2)nc(N2CCN(C(=O)CCCCCCCCCCNC(=O)[C@H](CO)n3cc(CCCCCN)nn3)CC2)n1	-9%	85*	7	66	2.5%	-5%	2	-6%	14
CCC(C)(NC(=O)c1ccc2c(c1)OCO2)C(=O)NC1CCCCC1 (configuration not stated)	5%	1	.	18	-0.3%	-2%	2	5%	-2
COc1ccc(N=C2SC(CC(=O)Nc3ccccc3)C(=O)N2CCN2CCOCC2)cc1 (configuration not stated)	0%	-1	7	19	-1.8%	-8%	-4	-5%	3
Cc1nonc1CN(C)C(=O)CC1C(=O)NCCN1Cc1ccc(F)c(F)c1 (configuration not stated)	-1%	1	-19	3	-0.8%	-3%	0	-3%	-6
CCCn1c(SCC(=O)N(C)C2CCS(=O)(=O)C2)nc2sc3c(c2c1=O)CCC3 (configuration not stated)	0%	.	.	.	.	-3%	2	2%	.
COc1ccc(CNC(=O)CN2C(=O)C3C4C=CC(C4)C3C2=O)cc1 (configuration not stated)	-14%	2	4	-24	2.4%	-2%	1	2%	-11
CCOc1cccc(C2/C(=C(/O)c3ccc4c(c3)CC(C)O4)C(=O)C(=O)N2CCCn2ccnc2)c1 (configuration not stated)	0%	-1	.	-18	?	-3%	2	-4%	0
CCCC(=O)Nc1ccc(C2C(=O)c3ccccc3C2=O)cc1	-2%	-1	-3	11	-4.9%	-8%	-7	4%	1
CCOC(=O)Cc1nnc2c(Nc3ccc(C)cc3)nc3nonc3n12	-3%	-3	-4	12	0.7%	0%	0	-9%	-4
COc1cc2c(cc1OC)C(c1ccc(Cl)cc1)N(c1ccc(C)c(F)c1)C(=O)C2 (configuration not stated)	-20%	6	-3	1	0.0%	-5%	-2	-1%	0
CC(Cc1ccccc1)N/C=C1\CC(=O)NC1=O (configuration not stated)	0%	2	17	-13	1.6%	-5%	-2	-6%	-2
O=C(CN1CCOCC1)Nc1scc(-c2ccccc2)c1C(=O)N1CCOCC1	-1%	1	-5	-8	-0.7%	-2%	1	4%	0
COc1ccc(-c2nc3c([nH]2)c(=O)n(C)c(=O)n3C)c(OC)c1	0%	1	-7	-12	4.1%	-1%	0	-6%	2
Cc1ccc2nc(-c3ccccc3)cn2c1	0%	2	0	5	3.2%	-13%	1	-10%	2
CCc1ccc(-c2ccc(SCC(=O)NCC3CCCO3)nn2)cc1 (configuration not stated)	-1%	6	5	0	0.2%	-4%	-7	3%	-3
Cc1ccc(N2C(=O)c3cccc4c(N)ccc(c34)C2=O)c2cccnc12	8%	334*	-13	-68*	11%	-7%	-5	?	8
CCn1cc2nc(SCc3cccc(C)c3)n(CCc3ccccc3)c(=O)c2n1	5%	20	2	25	0.4%	6%	5	-12%	3
CCCS(=O)(=O)c1nnnn1-c1cccc(OC)c1	?	2	-1	-19	-0.4%	-14%	-6	-1%	-8
O=S(=O)(c1ccc2nc(-c3ccccc3)[nH]c2c1)N1CCN(c2ccc(Cl)cc2)CC1	?	4	10	-7	0.4%	-10%	-6	-30%	0
